INS-1E GSIS act: primary screen for activators of insulin secretion dependent on glucose, INS-1E cells, GLuc reporter luminescence. INS-1E GLuc reporter insulin secretion, 2-3 h. activation, % at 16.6 µM. 370,000 tested, 0.61% active. AID 743287;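 active = lowest replicate activation of at least 40%, so every replicate reaches that level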;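 also: 0% = median of neutral control wells and 100% = median of IBMX positive control wells; some compounds called inactive have numbers as strong as hits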
F508del corr: correctors of CFTR F508del function in bronchial epithelial cells | CFBE cells, YFP halide quenching; stimulated with forskolin plus potentiator P3; % fluorescence drop versus neutral controls | activity (quench increase), % at 7.58 µM | 350,000 tested, 0.36% active | AID 720511;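 active = mean added fluorescence quench of at least 8% versus neutral control, with both replicates also reaching 8%; inconclusive = only one of the mean or replicate conditions met; inactive = mean below 8% and not both replicates reaching 8%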;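 also: cells transiently co-express mutant CFTR-F508del with the halide-sensitive YFP; corrector assay measuring rescue of mutant channel to the surface after 24 h compound exposure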
DENV2 CPE rescue: DENV2-induced cell death inhibition | DENV2-infected cells, cytopathic effect rescue, plate reader | CPE inhibition, % at 9.99 µM | 350,000 tested, 1.7% active; in the data active = CPE inhibition above about 20%, passing the limit was not always enough; inconclusive = no clear call, values can overlap the other calls; tested in BHK-21 cells;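 also: 0% = median of neutral control wells and 100% = median of positive control wells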
RAD54 branch: blocks human RAD54 Holliday junction branch migration; Q92698; FAM/BHQ fluorescence; inhibition, % at 10.4 µM; 360,000 tested, 0.14% active;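 active = mean normalized replicate activity at least 40 and at least half of replicates scoring 40 or more; inconclusive = only one of the two criteria met; inactive = mean below 40 and under half of replicates reaching 40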;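 also: 0% = median of neutral control wells and 100% = median of positive control wells; inhibitors cause a drop in the FAM fluorescence signal; in these data hits start at about 50%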
Target sequence (Q92698 whole entry, looked up): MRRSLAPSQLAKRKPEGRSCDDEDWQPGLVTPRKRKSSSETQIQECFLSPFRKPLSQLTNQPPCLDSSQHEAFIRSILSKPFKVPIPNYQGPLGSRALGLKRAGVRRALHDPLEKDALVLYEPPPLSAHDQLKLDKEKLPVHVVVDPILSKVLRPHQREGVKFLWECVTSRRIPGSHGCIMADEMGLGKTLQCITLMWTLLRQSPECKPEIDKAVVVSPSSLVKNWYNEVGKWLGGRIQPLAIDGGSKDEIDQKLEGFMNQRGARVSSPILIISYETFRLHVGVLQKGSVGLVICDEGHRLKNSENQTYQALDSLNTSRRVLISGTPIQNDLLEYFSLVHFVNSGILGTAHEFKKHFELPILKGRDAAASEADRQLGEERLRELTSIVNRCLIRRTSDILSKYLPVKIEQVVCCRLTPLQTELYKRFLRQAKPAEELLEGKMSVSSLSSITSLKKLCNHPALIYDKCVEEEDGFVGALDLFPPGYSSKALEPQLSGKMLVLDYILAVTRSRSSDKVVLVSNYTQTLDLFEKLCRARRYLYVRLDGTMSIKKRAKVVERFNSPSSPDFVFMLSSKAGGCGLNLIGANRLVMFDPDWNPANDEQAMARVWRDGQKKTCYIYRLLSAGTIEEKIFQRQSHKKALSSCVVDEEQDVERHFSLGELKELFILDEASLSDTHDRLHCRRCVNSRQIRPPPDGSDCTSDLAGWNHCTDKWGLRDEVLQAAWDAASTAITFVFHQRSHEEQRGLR
E-sel inducer: E-selectin induction on HUVECs; HUVEC E-selectin immunofluorescence imaging; normalized: neutral wells 0, TNF-alpha wells 100; activation, % at 7.58 µM; 260,000 tested, 0.37% active; AID 686992;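 active = mean E-selectin-positive cell signal at least 10% of the positive control, reached in at least 60% of replicates, without over 20% cell loss; inconclusive = no rule given, readout overlaps actives, possibly toxicity-flagged; inactive = the rest, including those meeting only one limit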;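 also: in these data hits start at about 27%; measured in HUVEC primary endothelial cells; signal is the percent of cells scored E-selectin positive by PE staining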
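Assay system: HUVEC primary endothelial cells. Input: 3,000 HUVEC seeded per well. Doses: one compound dose added by pin transfer. Read-out basis: % PE-positive cells. Benchmarks: TNF-alpha high, DMSO low. Detection: immunofluorescence imaging. Buffer or medium: EGM-2, gelatin.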
RAD52 anneal inh: RAD52 (human) annealing inhibition | inhibition, % at 18.7 µM | 360,000 tested, 0.46% active | recombinant RAD52 DNA annealing, FRET fluorescence | P43351;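 active = every replicate showing at least 50% inhibition; inconclusive = mean inhibition at least 50% but not in every replicate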
Xi reactivation: X-chromosome reactivation activator | XiGFP mouse fibroblasts, % GFP-positive cells imaging, 3 d; cells co-treated with 5-aza-dC sensitizer; scaled so ellipticine positive control = 100% | activation, % at 7.58 µM | 360,000 tested, 0.055% active;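 active = mean normalized replicate activation at least 10% and every replicate at or above 10%; inconclusive = only one of the two criteria met; inactive = mean below 10% and not all replicates reach 10%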;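 also: 0% = median of on-plate neutral control wells and 100% = ellipticine 6 µM median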
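Assay system – SV40-immortalized XiGFP fibroblast cells, line 68-5-11 · Buffer or medium – DMEM supplemented with 5-aza-dC as sensitizing agent · Dosing – one concentration, pinned · Benchmarks – positive control ellipticine, 6 µM final · Times – 3 days compound exposure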
CASP6 VEID inh: caspase-6 (human) enzyme inhibition; P55212; 350,000 tested, 0.53% active; inhibition, % at 12.5 µM; AID 686996; purified caspase-6, Z-VEID-R110 cleavage fluorescence;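 active = mean inhibition across replicates at least about 35%, with every replicate also reaching that limit, limit read from the data; inconclusive = only one of the two criteria met; inactive = neither criterion met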;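 also: 0% = median of neutral control wells and 100% = no fluorescence left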
Target sequence (P55212 24-179 limits assumed): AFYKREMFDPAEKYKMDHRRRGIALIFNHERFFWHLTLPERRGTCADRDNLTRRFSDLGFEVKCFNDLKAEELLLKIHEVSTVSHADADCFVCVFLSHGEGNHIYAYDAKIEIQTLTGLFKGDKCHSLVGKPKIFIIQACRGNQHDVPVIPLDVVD
Target sequence (P55212 194-293 limits assumed): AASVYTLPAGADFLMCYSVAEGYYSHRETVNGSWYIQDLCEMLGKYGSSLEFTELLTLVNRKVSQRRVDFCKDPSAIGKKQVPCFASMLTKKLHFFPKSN
* marks the source's active call; other numbers are inactive results; ? = inconclusive; nt = no result given.

SMILES	INS-1E GSIS act	F508del corr	DENV2 CPE rescue	RAD54 branch	E-sel inducer	RAD52 anneal inh	Xi reactivation	CASP6 VEID inh
COc1ccccc1N1CCN(C(=O)c2cc(=O)c3cc(C)cc(C)c3o2)CC1	-1	4.8	-5	nt	0.8	-1	1.3	2
CC1(c2nnnn2-c2ccc3c(c2)OCCO3)CCC(=O)N1CC(F)(F)F (configuration not stated)	-5	-1.0	-15	nt	0.0	-1	0.0	0
CC(C)Oc1ccc(C(=O)N(Cc2ccco2)C2CCS(=O)(=O)C2)cc1 (configuration not stated)	6	0.1	-2	11	nt	-2	nt	1
O=[N+]([O-])c1cccc(-c2ccc(/C=N/Nc3nc(N4CCCCC4)nc(N4CCCCC4)n3)o2)c1	-4	-1.4	0	nt	nt	9	0.0	0
O=C(Cc1ccc(Cl)cc1)NCC(=O)N1CCCCC1	nt	-2.4	-2	nt	-2.0	-5	0.0	0
C[C@@H]1CCCCO[C@@H](CN(C)C)[C@H](C)CN([C@@H](C)CO)C(=O)c2cc(NC(=O)CCC(F)(F)F)ccc2O1	11	0.7	?	8	0.1	-14	0.0	-1
COCCNC(=O)c1ccc(Cl)c(Cl)c1	20	-0.5	0	6	nt	-11	nt	1
C[C@H](CO)N1C[C@H](C)[C@H](CN(C)C(=O)Nc2ccc(C(C)(C)C)cc2)OCc2cn(nn2)CCCC1=O	4	-2.1	-3	-2	0.1	-10	0.2	3
O=C1[C@H]2[C@@H](/C=C/c3ccccc3)N3C(=O)CN(CC4CC4)C(=O)[C@@]3(Cc3ccccc3)[C@H]2C(=O)N1c1ccccc1	nt	1.5	-5	0	-0.2	-13	0.0	4
Cc1noc(C)c1S(=O)(=O)Nc1ccc2c(c1)CC(=O)N([C@@H](C)CO)C[C@@H](C)[C@H](CN(C)CC1CC1)O2	-3	0.4	0	10	-0.3	16	0.0	2
COc1ccc(-c2coc3cc(OC)cc(OC)c3c2=O)cc1	6	-0.7	9	8	nt	-5	nt	-1
COc1ccc(S(=O)(=O)Nc2ccc3c(c2)C(=O)N([C@@H](C)CO)C[C@@H](C)[C@H](CN(C)Cc2ccc(C(=O)O)cc2)O3)cc1	21	-0.9	5	-6	1.1	4	-0.1	2
Cc1cc(C)c(NS(=O)(=O)c2ccc(NC(=O)CCC(=O)O)cc2)c(C)c1	2	0.2	8	nt	nt	-16	0.0	-2
O=C(Nc1ccccc1)N1CCCCN2[C@@H](CO)[C@H](c3ccc(C#Cc4ccccc4)cc3)[C@@H]2C1	-29	8.1*	5	-2	1.9	-4	0.0	1
CC(C)C(CO)NC(=O)CC(=O)NC(CO)C(C)C (configuration not stated)	4	-7.7	nt	-7	nt	2	nt	1
CC(C)(C)S(=O)N1Cc2cc(C(=O)NCCCN3CCOCC3)nc(-c3cccc(-c4cccc(F)c4)c3)c2[C@H]1CCO (some centres not stated)	-14	-0.1	-4	13	0.2	-8	0.1	-3
COCC(=O)OCC(=O)Nc1cc(C)c(C)cc1[N+](=O)[O-]	7	nt	9	nt	nt	-7	0.0	2
CO[C@H]1CN(C)C(=O)c2cc(NC(C)=O)ccc2OC[C@H](C)N(CC2CCCCC2)C[C@@H]1C	5	-0.5	nt	6	0.0	nt	0.0	nt
Cc1ccc(S(=O)(=O)N(C)C[C@@H]2Oc3c(NC(=O)c4ccncc4)cccc3C(=O)N([C@@H](C)CO)C[C@@H]2C)cc1	43	4.0	-2	1	-0.7	-9	0.4	1
CC(C)C(=O)N1CCC1(C)C(=O)Nc1ccc(-n2cccc2)cc1 (configuration not stated)	14	-4.2	8	5	-0.4	-52	0.2	-1
Cc1cn([C@H]2C[C@H](O)[C@@H](CCC(=O)NC(c3ccccc3)c3ccccc3)O2)c(=O)[nH]c1=O	nt	-3.4	6	-14	0.1	-10	0.2	1
COc1ccc(S(=O)(=O)N[C@@H]2C=C[C@@H](CC(=O)NCCc3ccncc3)O[C@H]2CO)cc1	5	-0.9	13	5	-0.7	0	-0.7	-10
Cc1cc(NC(=O)CSC2=NS(=O)(=O)c3cc(F)ccc3N2)no1	36	-2.1	1	-4	-0.2	0	-0.6	0
Cc1ccc(-c2nnn(CC(=O)N(CC(=O)NCC3CCCO3)c3ccccc3)n2)o1 (configuration not stated)	10	2.3	-13	7	nt	-47	nt	0
CN(C(=O)COC(=O)c1cccc(S(=O)(=O)N2CCCCCC2)c1)C1CCS(=O)(=O)C1 (configuration not stated)	4	1.2	-3	-9	nt	-5	0.1	31
Cc1csc(=Nc2ccccc2)n1CCCN1CCCC1=O	-8	4.3	5	-5	0.6	0	-0.1	nt
COc1ccc(NC(=O)Nc2ccc3c(c2)CC(=O)N([C@@H](C)CO)C[C@H](C)[C@@H](CN(C)C(=O)Nc2ccc(F)cc2)O3)cc1	-3	-0.5	-1	0	-0.4	10	1.2	-1
N#C/C(=N\Nc1ccc(S(=O)(=O)N2CCOCC2)cc1)C(N)=S	-17	1.2	-2	1	nt	-14	0.1	0
Cn1nc([N+](=O)[O-])c(C(C#N)c2ccccn2)c(Cl)c1=O (configuration not stated)	8	-0.7	-2	-21	nt	-14	0.1	2
C[C@@H]1CN([C@H](C)CO)C(=O)c2cc(C3=CCCC3)cnc2O[C@H]1CN(C)Cc1ccc(F)cc1	13	0.1	0	9	-0.3	10	-1.3	-1
O=C(O)C1CCc2sc3[nH]c(=S)n(-c4ccccc4)c(=O)c3c21 (configuration not stated)	12	-1.0	4	-18	0.1	-29	3.4	1
O=C(C1CCC1)N1CC(=O)N2[C@@H](CO)[C@@H](c3ccc(C#Cc4cccc(F)c4)cc3)[C@@H]2C1	-31	6.9	-1	nt	0.3	13	0.0	1
COc1ccccc1OCCn1cc(C=O)c2ccccc21	36	0.5	3	-2	?	0	-0.1	-2
COc1cc(Cl)ccc1OC1(C)CCN(Cc2cccc(OC)c2OC)C1 (configuration not stated)	-15	1.5	-8	5	0.1	-19	0.3	-4
O=C(NC[C@H]1[C@@H](c2ccccc2)[C@H](CO)N1CC1CCCC1)c1cccnc1	7	-1.7	-5	2	-0.6	nt	0.1	nt
O=c1oc2ccccc2c(NCc2ccccc2F)c1[N+](=O)[O-]	-4	nt	-9	nt	nt	-12	0.0	5

Part of the list above, set out differently.
Structure: O=C(NC[C@H]1[C@@H](c2ccccc2)[C@H](CO)N1CC1CCCC1)c1cccnc1
- INS-1E GSIS act = 7
- F508del corr = -1.7
- DENV2 CPE rescue = -5
- RAD54 branch = 2
- E-sel inducer = -0.6
- RAD52 anneal inh = nt
- Xi reactivation = 0.1
- CASP6 VEID inh = nt

Structure: Cc1csc(=Nc2ccccc2)n1CCCN1CCCC1=O
- INS-1E GSIS act = -8
- F508del corr = 4.3
- DENV2 CPE rescue = 5
- RAD54 branch = -5
- E-sel inducer = 0.6
- RAD52 anneal inh = 0
- Xi reactivation = -0.1
- CASP6 VEID inh = nt

Structure: CN(C(=O)COC(=O)c1cccc(S(=O)(=O)N2CCCCCC2)c1)C1CCS(=O)(=O)C1 (configuration not stated)
- INS-1E GSIS act = 4
- F508del corr = 1.2
- DENV2 CPE rescue = -3
- RAD54 branch = -9
- E-sel inducer = nt
- RAD52 anneal inh = -5
- Xi reactivation = 0.1
- CASP6 VEID inh = 31

Structure: O=C(C1CCC1)N1CC(=O)N2[C@@H](CO)[C@@H](c3ccc(C#Cc4cccc(F)c4)cc3)[C@@H]2C1
- INS-1E GSIS act = -31
- F508del corr = 6.9
- DENV2 CPE rescue = -1
- RAD54 branch = nt
- E-sel inducer = 0.3
- RAD52 anneal inh = 13
- Xi reactivation = 0.0
- CASP6 VEID inh = 1

(listing goes on)
SMILES	INS-1E GSIS act	F508del corr	DENV2 CPE rescue	RAD54 branch	E-sel inducer	RAD52 anneal inh	Xi reactivation	CASP6 VEID inh
CC1C=CCC2C(=O)N(c3ccc(OC(=O)c4ccco4)cc3)C(=O)C12 (configuration not stated)	1	-2.6	?	8	-0.2	-5	0.2	3
Cc1ccnc(NC(=O)c2ccc(S(=O)(=O)N3CCC(C)CC3)cc2)c1	-28	-2.4	?	nt	0.3	-10	-0.1	0
O=c1[nH]cnc2c1ncn2C1OC(CO)CC1F (configuration not stated)	1	-3.5	3	nt	-0.2	-3	0.6	0
N#Cc1cccc(-c2ccc([C@@H]3[C@H]4CN(C(=O)Nc5cccc(F)c5)CCCCN4[C@H]3CO)cc2)c1	-9	-3.7	-25	1	-0.3	-22	0.0	-2
CC(C)CC(=O)c1c(O)c(C=O)c(O)c2c1O[C@@]1(C)[C@@H](C2)C[C@H]2C[C@@H]1C2(C)C	-4	-3.8	6	3	0.0	-129	-0.2	1
Cc1ccc(C)c(N(CC(=O)NC2CCCCC2)C(=O)c2snc(C(N)=O)c2N)c1	-30	-0.3	-2	6	nt	-6	-0.1	1
Oc1c(C2=NCCNC(C(F)(F)F)=C2)ccc2ccccc12	-39	-0.1	5	nt	nt	-5	0.5	18
Cc1cc(NC(=O)CS(=O)(=O)c2ccc(F)cc2)no1	7	-0.5	1	-21	nt	-11	0.3	4
COc1ccc(NC(=O)Nc2cccc(C(F)(F)F)c2)cn1	-53	-0.9	-5	1	nt	-9	0.0	6
CCCn1ncc(CN2CCC(n3nccc3NC(=O)c3ccccc3Cl)CC2)c1C	5	-1.6	5	-2	-0.4	-11	-0.1	-2
CCCCc1c(O)nc(SCC(=O)N2CCOCC2)n(-c2ccc(C)cc2)c1=O	-8	3.5	4	3	-0.1	7	0.0	9
O=C(N/N=C/c1cccs1)c1cc(-c2cccc3ccccc23)n[nH]1	0	3.0	-3	nt	0.2	-18	0.2	4
C[C@@H]1CN([C@@H](C)CO)C(=O)c2cc(-c3ccc(F)cc3)cnc2O[C@H]1CN(C)C(=O)Nc1ccccc1F	1	3.3	-1	3	-0.1	-2	-0.6	-1
CN1C(=O)c2cc(NC(=O)Nc3ccccc3F)ccc2OC[C@H]2O[C@@H](CC(=O)O)CC[C@@H]21	19	-2.6	0	0	0.1	nt	0.3	nt
CN(C)C(=O)c1cccc(-c2ccc([C@@H]3[C@@H](C#N)N(C(=O)C4CCCCC4)[C@H]3CO)cc2)c1	-15	-1.1	-5	-11	0.7	-7	0.1	2
CC(=O)c1cccc(NC(=O)N2CCC(c3ccc(C)cc3)C2)c1 (configuration not stated)	-17	-1.0	4	6	1.3	2	0.0	-1
Cc1ccc(C(=O)N/N=C/c2cc(Br)ccc2O)cn1	-10	12*	11	10	0.0	-6	0.8	-1
COc1ccc2c3c([nH]c2c1)[C@@H](CO)N(C(=O)Cc1ccccn1)CC31CCN(Cc2ccccn2)CC1	-7	0.1	-4	nt	0.7	-3	0.1	-1
CCOc1cc(/C=N/NC(=O)c2cccnc2)ccc1OCC(N)=O	5	0.9	11	nt	-0.9	-15	0.0	1
O=C(COC(=O)c1ccc(Br)o1)NC12CC3CC(CC(C3)C1)C2	-23	-3.6	?	4	4.7	-12	0.1	2
Nc1ccc(-c2cn3cccnc3n2)cc1	23	-2.6	-3	6	-0.2	4	0.0	-6
O=[N+]([O-])c1ccccc1S(=O)(=O)n1cnc2ccccc21	4	-2.3	-1	nt	nt	-10	0.0	1
COc1ccccc1-c1ccccc1[C@H]1[C@@H](C#N)N(C(=O)C2CCC2)[C@H]1CO	0	-0.8	10	nt	0.0	11	0.1	-3
